HCMV inh = blocks human cytomegalovirus replication; HFF cells, HCMV-luciferase reporter, 72 h; hits give low values; activity change, negative = inhibition, % at 57.5 µM; 4.5% of 410,000 active; in the data active = activity change below about -60%; inconclusive = no clear call, values can overlap the other calls; inactive = above about -39%
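HFF cells seeded 16 h at 37C, treated with compounds, infected with luciferase-reporter HCMV at MOI 1 PFU/cell; luciferase read at 72 h post infection, normalized to buffer-only and Salinomycin controls.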
HCV inhibitor = inhibitors of hepatitis C virus infection; Potency, µM (highest dose often 41.8 µM), inactives show at the top dose activity change, negative = inhibition, usual class: inhibitors; Huh7.5.1 HCVcc-Cre infection, luciferase reporter, 44 h; 3.4% of 340,000 active; also: potency is read from the fitted curve at half-maximal effect
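Cells (1,000/well) were plated 4 h before compound, then infected with HCVcc-Cre virus (~0.5 moi). After 44 h further culture, infection was read as luciferase luminescence following a 15 min substrate incubation at room temperature.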
Sm TGR inh = inhibitors of Schistosoma mansoni thioredoxin glutathione reductase; Q962Y6; purified TGR, DTNB reduction, TNB absorbance 405 nm; Potency, µM (highest dose often 114 µM), inactives show at the top dose activity change, negative = inhibition, most hits filed as inhibitors; 3% of 360,000 active; AID 485364; also: potency is read from the fitted curve at half-maximal effect; nearly all actives have a fitted effect of over 60% in size
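Kinetic colorimetric format: TGR-catalysed, NADPH-driven DTNB reduction monitored via TNB absorbance. Enzyme dispensed at 20 nM; compound exposure 15 min at room temperature before reaction start.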
AmpC inh detg = inhibitors of E. coli AmpC beta-lactamase with detergent; P00811; AmpC hydrolysis of nitrocefin, absorbance 480 nm, 0.01% Triton; Potency, µM (titrated, usually from 114 µM), without a hit: top-dose activity change, negative = inhibition, usual class: inhibitors; 0.041% of 370,000 active; AID 485294;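 also: potency is read from the fitted curve at half-maximal effect; 0% = no-compound wells and -100% = no-enzyme wells; nearly all actives have a fitted effect of over 25% in size; some results filed as inactive show a strong effect at the top dose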
Target sequence (P00811 whole entry, looked up): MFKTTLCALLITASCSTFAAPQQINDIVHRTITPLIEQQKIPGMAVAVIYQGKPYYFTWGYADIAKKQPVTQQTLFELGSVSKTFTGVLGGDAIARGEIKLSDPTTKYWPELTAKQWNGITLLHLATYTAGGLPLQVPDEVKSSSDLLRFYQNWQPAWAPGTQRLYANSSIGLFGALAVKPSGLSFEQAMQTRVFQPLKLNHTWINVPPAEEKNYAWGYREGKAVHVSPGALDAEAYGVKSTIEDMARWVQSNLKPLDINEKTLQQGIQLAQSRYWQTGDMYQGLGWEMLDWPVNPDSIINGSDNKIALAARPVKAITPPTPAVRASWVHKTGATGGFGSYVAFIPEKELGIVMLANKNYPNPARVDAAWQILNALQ
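AmpC (5.3 nM in the dispensed reagent) in 20 mM phosphate pH 7.0 with 0.01% (detergent screen) or 0.0001% Triton X-100 was preincubated with compounds for 15 min at room temperature. Nitrocefin was then added from an 800 uM solution, and hydrolysis was followed at 480 nm.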
AmpC no deterg = inhibitors of E. coli AmpC beta-lactamase without detergent | AmpC nitrocefin hydrolysis, absorbance 480 nm, 0.0001% Triton | Potency, µM (doses to about 57.1 µM), for inactives: at the highest dose activity change, negative = inhibition, most hits filed as inhibitors | 0.52% of 330,000 active;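 also: potency is read from the fitted curve at half-maximal effect; plate controls were no compound for no effect and no enzyme for full effect; nearly all actives have a fitted effect of over 20% in size; some results filed as inactive show a strong effect at the top dose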
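20 mM phosphate pH 7.0 + 0.01% (detergent screen) or 0.0001% Triton X-100; 5.3 nM AmpC reagent; cpd preinc 15 min RT; nitrocefin (800 uM stock) to start; A480 q20 s × 4 min; Activity was normalised to no-enzyme and no-compound control wells.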
Giardia FBPA inh = inhibitors of Giardia lamblia fructose-1,6-bisphosphate aldolase. purified Giardia FBPA. Potency, µM (doses to about 59.6 µM), without a hit: top-dose activity, negative = inhibition, actives largely listed as inhibitors. 0.71% of 290,000 active. AID 2451; also: potency is read from the fitted curve at half-maximal effect; nearly all actives have a fitted effect of over 55% in size
Target sequence (A8B2U2 whole entry, looked up): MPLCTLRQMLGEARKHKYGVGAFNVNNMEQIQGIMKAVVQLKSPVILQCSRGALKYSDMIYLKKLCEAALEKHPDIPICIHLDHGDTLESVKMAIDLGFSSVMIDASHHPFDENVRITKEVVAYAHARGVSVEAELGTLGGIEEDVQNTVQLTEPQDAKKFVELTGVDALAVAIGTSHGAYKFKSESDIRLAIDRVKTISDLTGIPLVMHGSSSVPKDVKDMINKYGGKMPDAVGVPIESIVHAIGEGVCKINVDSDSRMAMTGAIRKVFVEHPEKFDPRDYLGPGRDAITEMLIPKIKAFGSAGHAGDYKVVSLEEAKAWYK
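Giardia FBPA (40 nM reagent) was preincubated 10 min at RT with compound (up to 57.5 uM final), then substrate plus GAPDH/TPI/NAD/arsenate coupling system with diaphorase/resazurin was added; resorufin fluorescence (525/598 nm) was read after 20 min.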
* = called active by the depositor; ? = inconclusive; / = not tested or not shown; & = joins results of further samples; [ ] = remark or other dose. Unless noted, calls follow the shape of the dose curve; as a rule, active = well fitted curve in the direction sought with a large enough effect; inconclusive = small, poorly fitted or top-dose-only effect, or another doubt; inactive = no such curve, though single readings can be large; an effect the other way counts as inactive or inconclusive. Unless noted, % is scaled to controls: 0 for no effect and ±100 for the full control effect.

Each structure is followed by: HCMV inh | HCV inhibitor | Sm TGR inh | AmpC inh detg | AmpC no deterg | Giardia FBPA inh
O=C1CCCN2N=C(SCC(=O)Nc3cccc(Cl)c3)SC2=N1
→ -81* | ? | 2% | -9% | -20% | -14%
CCCN1CNc2c(c(=O)[nH]c(=S)n2CCc2ccccc2)C1
→ -35 | -28% | 3% | 3% | -2% | -5%
COc1ccc(N2Cc3cccc(C(=O)N4CCN(C(=O)c5ccco5)CC4)c3C2=O)cc1
→ 22 | 20%&-15% | 0% | ? | 21% | -8%
COc1ccc(C(=O)NNc2cc(C)nc(NNC(=O)c3ccc(OC)cc3)n2)cc1
→ 19 | -1% | 7% | -5% | 7% | 9%
CCOc1ccc(Cn2c(O)cc(=O)[nH]c2=O)cc1
→ -8 | -30% | ? | -3% | -37% | 16%
O=c1[nH]c(=O)n(-c2cccc3ccccc23)c(O)c1C=NCc1ccc2c(c1)OCO2
→ -108* | 7% | -7% | ? | -9% | 2%
COc1ccc(N2CC(C(=O)Nc3ccc(S(=O)(=O)Nc4nc(C)cc(C)n4)cc3)CC2=O)cc1 (stereo unspecified)
→ 3 | 7% | 16% | -15% | -28% | 3%
Cn1nnnc1SCC(=O)N1CCN(C(=O)c2ccco2)CC1
→ 11 | 0% | 7% | 2% | -14% | 1%
CC1CCC(C(C)C)C(OC(=O)COC(=O)c2ccccc2N)C1 (stereo unspecified)
→ -16 | 9% | -1% | -1% | -29% | -6%
CCOc1[nH]n(-c2ccc(Cl)cc2)c(=O)c1C=Nc1ccc(Cl)cc1
→ 20 | -13% | 3% | 1% | -13% | 0%
O=C(Nc1ccc2oc(-c3cccnc3)nc2c1)c1ccco1
→ 10 | -4% | 50µM* | -13% | -14% | /
O=C(N/N=C/c1cccc(OC(=O)c2cccc(Br)c2)c1)c1cccnc1
→ 24 | / | -8% | -3% | 44% | /
CNc1nc(OCC(F)(F)F)nc(N2CCOCC2)n1
→ 41 | -7% | 6% | 0% | / | 8%
Clc1ccc(-c2csc(=Nc3cccnc3)n2CCCn2ccnc2)cc1Cl
→ -94* | 11µM* | -27% | -8% | 190%[activator] | 17%
C=CCOc1ccc(C(=O)CC)cc1OC
→ -30 | ? | 1% | 3% | -12% | -8%

Compound profiles, as listed above. Values in the order: HCMV inh | HCV inhibitor | Sm TGR inh | AmpC inh detg | AmpC no deterg | Giardia FBPA inh
O=c1[nH]c(=O)n(-c2cccc3ccccc23)c(O)c1C=NCc1ccc2c(c1)OCO2 in the list: -108* | 7% | -7% | ? | -9% | 2%
CCCN1CNc2c(c(=O)[nH]c(=S)n2CCc2ccccc2)C1 in the list: -35 | -28% | 3% | 3% | -2% | -5%

Seven compounds from above with just Giardia FBPA inh and HCV inhibitor.
molecule | Giardia FBPA inh | HCV inhibitor
CCOc1ccc(Cn2c(O)cc(=O)[nH]c2=O)cc1 | 16% | -30%
O=c1[nH]c(=O)n(-c2cccc3ccccc23)c(O)c1C=NCc1ccc2c(c1)OCO2 | 2% | 7%
COc1ccc(N2CC(C(=O)Nc3ccc(S(=O)(=O)Nc4nc(C)cc(C)n4)cc3)CC2=O)cc1 (stereo unspecified) | 3% | 7%
Cn1nnnc1SCC(=O)N1CCN(C(=O)c2ccco2)CC1 | 1% | 0%
CC1CCC(C(C)C)C(OC(=O)COC(=O)c2ccccc2N)C1 (stereo unspecified) | -6% | 9%
CCOc1[nH]n(-c2ccc(Cl)cc2)c(=O)c1C=Nc1ccc(Cl)cc1 | 0% | -13%
O=C(Nc1ccc2oc(-c3cccnc3)nc2c1)c1ccco1 | / | -4%

The listing picks up with the 2 entries that preceded the break.
Each structure is followed by: HCMV inh | HCV inhibitor | Sm TGR inh | AmpC inh detg | AmpC no deterg | Giardia FBPA inh
Clc1ccc(-c2csc(=Nc3cccnc3)n2CCCn2ccnc2)cc1Cl
→ -94* | 11µM* | -27% | -8% | 190%[activator] | 17%
C=CCOc1ccc(C(=O)CC)cc1OC
→ -30 | ? | 1% | 3% | -12% | -8%
CC(C)CC1(C)NC(=O)N(Cc2cc([N+](=O)[O-])cc3c2OCOC3)C1=O (stereo unspecified)
→ -22 | -30% | 3% | -9% | 9% | 4%
COC(=O)CCC(=O)Nc1ccc2oc3c(c2c1)CCCC3
→ -9 | 13% | 2% | -3% | 19% | -10%
CN(C)S(=O)(=O)c1cc(NC(=O)CN2CCNC(=O)C2)ccc1Cl
→ -17 | 0% | 1% | -1% | -38% | 6%
COc1ccccc1Oc1cn[nH]c1-c1ccc(O)cc1O
→ -66* | -21% | 1% | -4% | -23% | -6%
CC(C)Cn1c(Cc2ccccc2)n[nH]c1=S
→ -1 | 21% | 9% | 10% | -17% | -1%
CCOC(=O)C1CCCN(C(=O)c2ccc(CS(=O)(=O)Cc3ccccc3C)o2)C1 (stereo unspecified)
→ -5 | -1% | 28µM* | 1% | 22% | 8%
CCn1c(C)nc2cc(C(=O)N/N=C/c3ccccc3C)ccc21
→ 67 | -16% | 16% | ? | -18% | 1%
COc1ccc(NC(=O)CSc2ccccn2)c([N+](=O)[O-])c1
→ 12 | -9% | 0% | 2% | -16% | 1%
COC(=O)c1ccccc1NC(=O)Nc1ncccc1C
→ -32 | 13% | / | ? | -18% | 0%
Cc1ccc(S(=O)(=O)c2cc3ccccc3oc2=Nc2ccc3c(c2)OCCO3)cc1
→ ? | 1% | 0% | -5% | 3.2µM* | -5%
O=C(c1ccccc1)N1CCN(C(=O)c2ccccc2Br)CC1
→ 30 | 3% | 1% | 3% | -4% | 4%
COC(=O)c1cc(C(=O)Nc2ccc(Cl)cn2)cc([N+](=O)[O-])c1
→ -39 | ? | 11% | 2% | -26% | 2%
CN1CC(C(=O)c2ccc(Cl)cc2)C(c2ccccc2)C1 (stereo unspecified)
→ -28 | 1% | 0% | -9% | -6% | 4%
FC(F)Oc1ccc(-c2c[n+]3c(n2-c2ccccc2)CCCCC3)cc1
→ ? | 5% | -1% | 0% | -5% | 9%
CCOC(=O)c1ccc(NC(=O)Cn2nnc3ccccc32)cc1
→ 11 | ? | 0% | -12% | -20% | 5%

Exported as comma-separated lines: entries from further up
SMILES,HCMV inh,HCV inhibitor,Sm TGR inh,AmpC inh detg,AmpC no deterg,Giardia FBPA inh
Clc1ccc(-c2csc(=Nc3cccnc3)n2CCCn2ccnc2)cc1Cl,-94*,11µM*,-27%,-8%,190%[activator],17%
C=CCOc1ccc(C(=O)CC)cc1OC,-30,?,1%,3%,-12%,-8%

Carrying on.
Each structure is followed by: HCMV inh | HCV inhibitor | Sm TGR inh | AmpC inh detg | AmpC no deterg | Giardia FBPA inh
Cc1ccc(S(=O)(=O)NCC(=O)N(CC(=O)NC2CCCC2)CC2CCCO2)cc1 (stereo unspecified)
→ 19 | 10% | 134%[activator] | 5% | 4% | 5%
O=C(COC(=O)c1cccnc1SCC(=O)NCc1ccccc1)NCc1ccccc1
→ 2 | ? | -15% | -3% | -37% | -1%
Cc1cccc(CS(=O)(=O)Cc2ccc(C(=O)NCCN3CCCCC3C)o2)c1 (stereo unspecified)
→ ? | 1% | 35µM* | ? | 4% | 7%
Cc1nn(CC(=O)NCc2ccc(N(C)C)cc2)c(=O)c2nn(-c3ccccc3)c(C)c12
→ 3 | / | 10% | 22% | / | /
O=C(NCc1ccccn1)c1cc(Br)ccc1Cl
→ ? | 7% | 29% | -6% | -8% | 3%
O=C(O)c1cc(N2C(=O)CCC2=O)ccc1NCc1cccnc1
→ 5 | 6% | 5% | -12% | -13% | -1%
COc1cccc(C(=O)NCC2CCCN(C(=O)c3ccc(C=O)cc3)C2)c1OC (stereo unspecified)
→ 38 | 25% | -1% | -2% | -3% | -12%
COc1ccc(NC(=O)NNC(=O)c2ccc3ccccc3c2O)c(OC)c1
→ 28 | 20% | 5% | 6% | -45% | 25%
Cc1cc(C)n(CC(C)NCc2cn[nH]c2-c2ccc(C)c(C)c2)n1 (stereo unspecified)
→ ? | -20% | / | -3% | 17% | 0%
Cc1[nH]c2ccccc2c1C=NNC(=O)c1cc(-c2cccnc2)nc2ccccc12
→ 9 | ? | / | / | 35% | /
Nc1ccc(C(=O)N/N=C\c2cc(N=Nc3cccc4ccccc34)ccc2O)cc1
→ -102* | 11µM* | -21% | -6% | -43% | 4%
CCCC(C(=O)Nc1ccncc1)c1ccccc1 (stereo unspecified)
→ -34 | 6% | -4% | -4% | -45% | /
CCCc1nc(SC)ncc1C(=O)Nc1ccc(Cl)cc1C(=O)c1ccccc1
→ -4 | / | 2% | 0% | / | /
O=C(NCc1cccc(F)c1)c1ccc2nc(N3CCCCC3)sc2c1
→ 66 | / | 1% | -6% | / | /
COc1ccc(CCNC(=O)c2ccc(OCc3c(C)noc3C)c(OC)c2)cc1
→ ? | 1% | / | / | -6% | /
O=C(Nc1ccc(Oc2ccccc2)cc1)C1CCN(S(=O)(=O)c2ccccc2)CC1
→ -82* | / | 1% | -6% | / | /
Cc1ccc(S(=O)(=O)N2CCCCC2)cc1NC(=O)COC(=O)CNC(=O)c1cc(Cl)cc([N+](=O)[O-])c1
→ -31 | 35%&-1%[activator] | -15% | 1% | 2% | 5%
COCCN(CCOC)S(=O)(=O)c1ccc(C(=O)Nc2nnc(CSC)o2)cc1
→ -14 | 30% | 1% | 2% | -14% | ?
CC1(C)C(=O)Nc2ccccc2N1C(=O)COC(=O)Cc1c(F)cccc1Cl
→ -9 | -14% | 3% | -8% | -11% | /
Cc1noc(C)c1C(=O)OCC(=O)NCc1ccccc1
→ 13 | 15% | 0% | 0% | -5% | /
COC(=O)c1ccc(C(c2c(C)n(C)n(-c3ccccc3)c2=O)c2c(C)n(C)n(-c3ccccc3)c2=O)cc1
→ 1 | 9% | 2% | ? | 27% | -21%
S=C(c1ccc(OCc2ccccc2)cc1)N1CCCC1
→ -4 | -22% | 10% | -1% | -8% | 9%
Cc1ccc(N2C(=O)N(CC(=O)c3cc(C)ccc3C)C(=O)C2C)cc1 (stereo unspecified)
→ ? | ? | 6% | 2% | 2% | -4%
CCCC(=O)c1cc2c(cc1NC(=O)c1cccs1)OCCO2
→ 31 | 0% | -24% | 0% | -1% | 2%
COCCn1nc2cc(C(=O)NCc3cc(C(F)(F)F)cc(C(F)(F)F)c3)ccc2c1OC
→ -5 | ? | -12% | -8% | 113%[activator] | -4%
CCCCn1c(/N=C/c2ccc(N(C)C)cc2)nc2ccccc21
→ -1 | -9% | 12% | -3% | -6% | -6%
CC(=O)Nc1cccc(Oc2cc(C#N)c(C#N)cc2N2CCCCCC2)c1
→ -87* | ? | -2% | 2% | 25% | -6%
COC(=O)c1c(NC(=O)c2ccco2)sc(C(=O)N2CCCC2)c1C
→ 10 | ? | -7% | ? | 2% | 0%
COc1ccc(NC(=O)c2c(N)c(C(=O)c3ccc(OC)cc3)n3ccccc23)cc1
→ -17 | / | -3% | 6% | / | /
COc1cc(NC(=O)c2cccs2)c(C(=O)OCC(=O)NCc2ccco2)cc1OC
→ -12 | ? | ? | -11% | 36% | -4%

Compound activity (PubChem)
